From PubChem BioAssay
ZTA DNA inh = ZTA (EBV) inhibition in EBNA-1 counter-screen; actives 0.15% (n = 320,000); ZTA-DNA binding, fluorescence polarization; inhibition, % at 11 µM; P03206; in the data active = inhibition above about 33%
EBNA-1 inh = EBNA-1 DNA-binding inhibitors, primary screen, biochemical, fluorescence polarization | inhibition, % at 14.8 µM | actives 0.34% (n = 300,000); in the data active = inhibition above about 28%
PP5 inh = PP5 phosphatase inhibitors, primary screen, biochemical, fluorescence; AID 1987, 2009; actives 0.18% (n = 320,000); inhibition, % at 6.7 µM; Serine/threonine-protein phosphatase 5 (Homo sapiens), P53041; purified PP5c, OMFP substrate fluorescence;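 active = inhibition above the campaign's mean inhibition across all tested compounds plus 3 SD, cut at about 9.5% in these data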;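 note: 0% = DMSO only and 100% = 100 µM cantharidin control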
PREPL inh = PREPL enzyme inhibitors, primary screen, biochemical, fluorescence polarization. Prolyl endopeptidase-like (Homo sapiens), Q4J6C6. recombinant PREPL, fluorescence polarization activity-based probe. inhibition, % at 5.96 µM. actives 0.68% (n = 320,000). AID 2751, 2010; in the data active = inhibition above about 43%;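 note: 0% = enzyme with DMSO and 100% = wells lacking enzyme; many of its hits are not listed in these tables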
Target sequence (Q4J6C6 whole entry, looked up): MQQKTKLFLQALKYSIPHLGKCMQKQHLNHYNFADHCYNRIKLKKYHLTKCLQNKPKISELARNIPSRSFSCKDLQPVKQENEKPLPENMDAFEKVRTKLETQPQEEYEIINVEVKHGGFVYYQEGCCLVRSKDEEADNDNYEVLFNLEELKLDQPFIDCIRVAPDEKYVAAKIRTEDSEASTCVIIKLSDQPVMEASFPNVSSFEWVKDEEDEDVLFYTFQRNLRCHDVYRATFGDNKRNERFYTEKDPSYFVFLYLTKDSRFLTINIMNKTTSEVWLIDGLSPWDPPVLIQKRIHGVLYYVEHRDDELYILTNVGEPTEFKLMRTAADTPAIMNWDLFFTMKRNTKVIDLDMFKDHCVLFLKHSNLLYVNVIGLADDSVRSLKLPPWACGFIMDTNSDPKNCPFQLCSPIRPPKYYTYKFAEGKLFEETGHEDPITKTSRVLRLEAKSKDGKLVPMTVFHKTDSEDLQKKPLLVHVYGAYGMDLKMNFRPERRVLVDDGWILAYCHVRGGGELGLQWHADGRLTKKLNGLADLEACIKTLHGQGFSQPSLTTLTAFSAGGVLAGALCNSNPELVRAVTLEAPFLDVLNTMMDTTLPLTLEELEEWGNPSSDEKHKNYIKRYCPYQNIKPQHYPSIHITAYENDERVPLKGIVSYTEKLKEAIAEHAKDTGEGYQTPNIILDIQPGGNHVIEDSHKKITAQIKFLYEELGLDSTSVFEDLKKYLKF
CTSL1 counter = Fasciola hepatica cathepsin L1 inhibitors, primary screen, counter-screen for PFM18AAP inhibitor project, biochemical, QFRET, fluorogenic peptide substrate. actives 0.49% (n = 300,000). AID 1906, 2009. recombinant F. hepatica cathepsin L1, Z-Leu-Arg-MCA fluorescence. inhibition, % at 5.96 µM;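 active = inhibition above the mean of all tested compounds plus 3 SD, set per screening campaign, cut at about 17% in these data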;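 note: 0% = plate median of test compound wells and 100% = 1 µM Z-Phe-Ala-diazomethylketone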
Efflux pump mplx = inhibitors of Candida efflux pumps in yeast, primary screen, S. cerevisiae, Nile Red, multiplex; S. cerevisiae Candida pump triplex; inhibition, % at 10 µM; actives 0.44% (n = 330,000);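 active = plate passing quality check with inhibition over a set limit, or well fluorescence over plate mean plus 4 SD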;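 note: Nile Red retained in pooled yeast measured as flow cytometry median fluorescence; 0% = buffer negative control and 100% = Enniatin B positive control; higher means more Nile Red kept so more efflux inhibition; some compounds called inactive have numbers as strong as hits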
TPT1 inh = Candida albicans TPT1 enzyme inhibitors, primary screen, biochemical, fluorescence polarization; tRNA 2'-phosphotransferase TPT1 (Candida albicans SC5314); recombinant caTPT1, FP RNA substrate dephosphorylation; AID 1962, 2009; inhibition, % at 5 µM; actives 0.81% (n = 300,000);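 active = inhibition above the mean of all tested compounds plus 3 SD, set per screening campaign, cut at about 24% in these data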;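 note: plate controls were DMSO alone for no effect and ferristatin control at 100 nM for full effect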
core dimer inh = inhibitors of HCV core protein dimerization, primary screen, biochemical, TR-FRET, high-throughput. TR-FRET GST/Flag-core106 dimerization, 1536-well. inhibition, % at 5 µM. actives 0.33% (n = 300,000). AID 1899, 2009;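 active = inhibition above the mean of all tested compounds plus 3 SD, set per screening campaign, cut at about 45% in these data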
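Material: GST/Flag-tagged HCV core106 proteins. Incubation: 4 h, 22.5 °C incubation. Read-out basis: inhibition (%) from 671 over 617 nm ratio. Measured by: TR-FRET, excitation 340 nm, emission 617 and 671 nm.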
PP1 inh = PP1-alpha phosphatase inhibitors, primary screen, counter-screen for PP5 inhibitor project, biochemical, fluorescence, OMFP substrate, single point; Serine/threonine-protein phosphatase PP1-alpha catalytic subunit (Homo sapiens), P62136; purified PP1alpha; inhibition, % at 6.7 µM; actives 0.9% (n = 320,000); AID 2235, 2010;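 active = inhibition above the mean inhibition of all tested compounds plus 3 SD, computed separately for each screening campaign, cut at about 15% in these data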
Target sequence (P62136 whole entry, looked up): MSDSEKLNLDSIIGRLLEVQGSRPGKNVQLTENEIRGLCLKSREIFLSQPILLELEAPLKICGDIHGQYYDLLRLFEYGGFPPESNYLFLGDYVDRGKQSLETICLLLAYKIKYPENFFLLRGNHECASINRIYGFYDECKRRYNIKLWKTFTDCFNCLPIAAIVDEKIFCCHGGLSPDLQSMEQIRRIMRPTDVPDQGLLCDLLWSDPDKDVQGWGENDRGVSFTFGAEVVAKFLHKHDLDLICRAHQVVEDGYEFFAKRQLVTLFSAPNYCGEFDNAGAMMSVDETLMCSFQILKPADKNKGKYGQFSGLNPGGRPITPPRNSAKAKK
Active calls of the source: *; · = no result given. These rows are one share of the data; rates above refer to the full screens.

SMILES	ZTA DNA inh	EBNA-1 inh	PP5 inh	PREPL inh	CTSL1 counter	Efflux pump mplx	TPT1 inh	core dimer inh	PP1 inh
CCOC(=O)C1=C(C)NC2=C(C(=O)CCC2)C1c1cccs1 (centres undefined)	9.2	0.3	0.2	0.2	2.8	0.0	-0.9	-9.8	0.1
COc1ccccc1-n1c2c(cc(C(=O)N3CCC(C)CC3)c1=O)C(=O)CC(C)(C)C2	1.3	-3.7	-0.1	3.4	0.5	0.0	-3.8	2.6	6.2
CCc1nnc(NC(=O)c2c(O)c3c([nH]c2=O)CCCC3)s1	8.7	-19.4	4.3	1.9	-4.0	0.6	1.6	4.4	-9.5
Cc1nc2sc(C(c3cccs3)N3CCN(c4cccc(Cl)c4)CC3)c(O)n2n1 (centres undefined)	14.3	0.7	1.0	2.8	0.4	-0.1	-3.2	0.9	-0.4
CCOC(=O)CN(C(=O)c1ccccc1[N+](=O)[O-])C(C)(C)C	-11.1	-7.1	1.0	-1.3	-7.5	0.1	-3.3	-3.5	-0.7
CCCCCCCCCCS(=O)(=O)N/N=C/c1ccc([N+](=O)[O-])cc1	-2.6	3.5	-0.5	5.0	2.0	-0.2	-1.7	-3.2	-0.2
O=C(c1ccc(F)cc1)c1cn(Cc2ccc(F)cc2)c2cc3c(cc2c1=O)OCCO3	9.0	-4.0	0.7	13.8	8.4	-0.2	0.4	35.7	2.5
CCOC(=O)/C=C/C(=O)Nc1ccc(S(=O)(=O)N2CCCCCC2)cc1	-18.0	-13.8	1.0	1.9	31.2*	-0.1	4.2	10.2	0.8
CS(=O)(=O)c1nc(S(=O)(=O)c2ccc(Cl)cc2)c(N2CCCCC2)s1	-11.9	-0.1	1.9	5.1	-9.2	0.1	-0.5	3.8	-1.6
CN(C)c1ccc(-c2nnc(-c3ccccc3F)o2)cc1	9.5	3.4	1.1	11.3	2.1	0.0	-4.3	-6.8	2.5
COC(=O)CCCC(=O)N1CCCC(N(C)CCc2ccccc2)C1 (centres undefined)	-3.0	5.0	-2.8	12.0	3.8	-0.1	0.1	0.3	-1.8
CC(=O)Nc1ccc(NC(=O)COC(=O)CCCc2c[nH]c3ccccc23)cc1	1.8	3.9	4.1	-3.5	-9.9	0.0	0.6	0.8	-4.2
CCOc1ccc(N2CC(C(=O)Nc3c(C)n(C)n(-c4ccccc4)c3=O)CC2=O)cc1 (centres undefined)	-8.1	-4.3	0.2	2.7	5.2	0.1	3.3	-2.6	-1.7
COCCNC(=O)C(c1ccc(C)cc1)N(Cc1cccs1)C(=O)CCC(=O)Nc1ccccn1 (centres undefined)	17.1	-1.1	2.5	-7.4	-2.3	0.2	0.5	-1.3	-3.1
CC(Cc1nnc(SCC(=O)O)n1N)c1ccccc1 (centres undefined)	11.0	-10.4	2.5	8.1	0.6	0.1	1.9	-1.0	-1.1
O=C(COc1ccc(Cl)cc1Cl)N1CCNC1=O	-2.1	·	2.1	7.6	·	0.1	·	·	-3.2
COc1ccc(CNC(=O)C2CCC(=O)N2C(C)C)c(OC)c1 (centres undefined)	3.2	4.2	-0.1	-0.7	2.1	-0.1	-0.5	-0.4	-0.9
Cc1ccc(S(=O)(=O)CCC(=O)OCC(=O)c2cc(C)ccc2C)cc1	-7.5	-8.0	-0.8	1.7	-60.1	0.1	-1.1	1.6	-1.4
O=C(O)CSc1nnnn1-c1ccc2c(c1)OCCO2	-0.4	-8.8	3.1	5.0	-1.8	0.1	8.2	-0.7	-2.3
Cc1cc(OCC(=O)OCC(=O)NCCN2C(=O)CSC2=O)ccc1Cl	-13.4	·	2.2	21.4	·	-0.1	·	·	-3.7
CCc1cc([N+](=O)[O-])cc(CC)c1N	-0.6	-0.8	0.3	6.5	-0.6	-0.2	1.1	-1.2	-1.4
CSCCNCc1cn(-c2ccc(F)cc2F)nc1-c1ccccc1C	-14.9	-3.4	2.0	-57.6	2.9	-0.1	-1.3	-1.0	-2.6
O=C(Cn1ccc(C(F)(F)F)n1)Nc1ccc(S(=O)(=O)NCc2ccco2)cc1	-7.0	-7.0	5.1	8.1	-4.6	0.3	-0.4	7.2	2.6
Cc1onc(-c2c(F)cccc2Cl)c1C(=O)N(C)CCc1ccccn1	-5.6	-2.7	-4.7	12.1	5.9	-0.4	-1.7	-20.2	-19.3
COc1ccc2cc3cc(C(=O)NCCN4CCN(Cc5ccccc5)CC4)oc3nc2c1	-1.4	-2.8	2.7	-27.8	0.2	-0.1	1.0	2.9	0.8
(further entries)
SMILES	ZTA DNA inh	EBNA-1 inh	PP5 inh	PREPL inh	CTSL1 counter	Efflux pump mplx	TPT1 inh	core dimer inh	PP1 inh
O=C(Nc1cccc2ccccc12)c1ccccc1	6.4	9.4	-0.5	-4.1	0.5	0.1	-1.5	-4.8	-2.5
FC(F)(F)c1cccc(Cc2noc(CN3CCCC(CN4CCCC4)C3)n2)c1 (centres undefined)	7.9	-4.1	-1.0	14.9	1.6	-0.1	0.8	-9.8	0.8
Cc1onc(-c2ccccc2Cl)c1C(=O)Nc1cccc2cccnc12	3.4	4.7	2.0	-5.8	3.0	0.0	-0.5	1.4	2.7
O=C(NCc1cccnc1)C(=O)NCC(c1ccco1)N1CCN(c2ccc(F)cc2)CC1 (centres undefined)	0.0	-6.8	0.1	-33.4	-0.3	-0.2	-0.3	0.1	-2.6
COCC(C)NC(=O)Cn1c(SCc2ccccc2)nc2ccccc21 (centres undefined)	5.5	-8.4	-2.9	20.0	11.0	0.2	-6.1	-18.3	-6.9
CN(C(=O)c1ccccc1F)C(c1ccccc1)c1ccccc1	1.4	-0.8	1.7	8.8	1.8	-0.1	-0.6	11.7	3.6
Cc1ccc(NS(=O)(=O)c2c(C)[nH]c(C)c2C(=O)N2CCCCC2)cc1F	-9.3	-7.0	3.1	-1.9	-1.9	0.0	-2.8	1.9	-6.6
Cc1ccc(NC(=O)CSc2nnc(CNC(=O)C34CC5CC(CC(C5)C3)C4)n2-c2ccc(F)cc2)cc1	17.3	-5.1	4.4	-6.0	1.2	0.8	2.0	7.0	4.3
COc1ccc(C)cc1NC(=O)CSc1nnc(-c2cc3cccc(OC)c3o2)n1N	-3.7	-11.0	2.4	6.5	-0.1	0.1	-3.2	11.4	0.1
CCOc1ccc(N(CC(=O)Nc2ccccc2F)S(=O)(=O)c2c(C)[nH]c(=O)[nH]c2=O)cc1	-8.7	-2.8	2.8	7.0	0.2	0.5	0.7	0.8	0.9
CCOc1ccc(-c2nnn(CC(=O)N3CCCC(C)C3)n2)cc1 (centres undefined)	10.5	2.5	2.2	9.0	0.7	0.0	-4.1	0.5	-0.3
Cc1ccc(S(=O)(=O)n2ccc(-c3cccc(OCc4c(F)cccc4Cl)c3)n2)cc1	-12.0	-7.9	2.9	-14.8	-1.6	0.1	-0.2	9.0	-5.3
CCOc1ccccc1NC(=O)NCc1cccnc1	-16.3	-12.3	-1.9	0.7	8.7	-0.1	-2.2	-4.4	-0.1
COc1ccc(/C=N/n2cncn2)cc1COc1ccc(NC(C)=O)cc1	21.8	7.1	-1.1	-13.7	-2.9	-0.1	-0.6	1.6	-6.1
CCn1cc(C(=O)N2CCCC2)c(=O)c2cc(S(=O)(=O)N3CC(C)CC(C)C3)ccc21 (centres undefined)	5.8	-9.3	-0.9	-7.1	-1.4	0.1	5.7	-2.9	0.3
CCCCCCCNC(=O)c1cc(-c2ccncc2)nc2ccccc12	10.0	-9.8	1.9	4.5	3.4	0.0	-0.2	2.9	8.2
Cc1ccc(C)c(NCC(=O)NNC(=S)Nc2ccccc2)c1	-4.3	-10.9	0.5	0.5	-1.1	0.3	4.4	-4.0	1.6
COc1ccc(C2C(C(=O)/C=C/c3ccco3)=C(O)C(=O)N2CCN2CCOCC2)cc1 (centres undefined)	-1.4	6.9	0.6	-7.5	-1.4	0.1	3.8	0.3	-1.5
Cc1cc(C)c2c(=O)[nH]c(SCC(=O)c3ccc(C(C)C)cc3)nc2n1	2.9	10.1	0.2	6.2	-3.0	0.0	8.0	-1.1	0.3
CNC(=O)c1ccccc1-c1cn(C)c2ccccc2c1=O	-5.1	3.9	2.0	2.3	-4.0	0.0	-0.6	5.2	-4.2
COc1ccc(CNC(=S)N/N=C/c2ccc(OC)c(OC)c2)cc1	1.6	-4.3	-0.1	27.6	-0.8	-0.1	4.2	3.9	0.9
O=[N+]([O-])c1ccc(-n2nnnc2-c2ccccc2)c([N+](=O)[O-])c1	3.6	-7.4	2.4	4.8	20.4*	0.1	-3.0	-8.1	-3.5
CNC(=S)N(Cc1ccc(OC)cc1)Cc1cc2cccc(C)c2[nH]c1=O	-10.6	-10.3	1.8	9.6	-2.3	-0.1	-0.9	0.0	3.8
C=CCn1c(N2CCCC2)nc2c1c(=O)[nH]c(=O)n2C	-11.1	-2.5	-0.6	1.4	2.0	0.0	-0.7	0.1	-2.0
CCOC(=O)CNc1cccc(C(F)(F)F)c1	2.0	9.8	0.2	-0.9	1.6	0.0	-3.1	3.5	-2.6

An excerpt from above in order of their number in TPT1 inh, smallest number first.
mol	EBNA-1 inh	PP5 inh	PREPL inh	Efflux pump mplx	TPT1 inh	core dimer inh
CCOC(=O)CN(C(=O)c1ccccc1[N+](=O)[O-])C(C)(C)C	-7.1	1.0	-1.3	0.1	-3.3	-3.5
CC(=O)Nc1ccc(NC(=O)COC(=O)CCCc2c[nH]c3ccccc23)cc1	3.9	4.1	-3.5	0.0	0.6	0.8
Cc1cc(C)c2c(=O)[nH]c(SCC(=O)c3ccc(C(C)C)cc3)nc2n1	10.1	0.2	6.2	0.0	8.0	-1.1
O=C(O)CSc1nnnn1-c1ccc2c(c1)OCCO2	-8.8	3.1	5.0	0.1	8.2	-0.7

Remaining list, next part:
SMILES	ZTA DNA inh	EBNA-1 inh	PP5 inh	PREPL inh	CTSL1 counter	Efflux pump mplx	TPT1 inh	core dimer inh	PP1 inh
Cc1ccc(NC(=S)N/N=C/c2cccn2Cc2ccccc2F)cc1	8.2	0.6	1.3	-10.1	5.0	0.0	-3.9	11.2	5.4
CSc1ccc(Cl)c(C(=O)NCC(C)C)c1	-14.1	-1.2	-0.3	-4.4	-2.0	0.1	-2.6	-7.4	-3.0
CCOC(=O)c1cc(CC)sc1NC(=O)CCC(=O)O	22.1	-1.4	0.6	2.4	-1.4	0.1	-1.6	-2.5	3.6
COC(=O)c1cccnc1Oc1ccccc1	4.8	-10.7	-2.2	-1.7	10.6	0.0	-3.7	-4.6	-0.6
Cc1ccc2c(c1)COc1c3ccc(C(=O)NCCO)cc3nn1-2	-12.9	0.7	0.2	5.2	-0.3	-0.2	-3.0	-16.1	-0.4
Cc1ccc(S(=O)(=O)N(CC2CO2)c2ccccc2[N+](=O)[O-])cc1 (centres undefined)	8.9	-1.0	0.3	-5.4	7.5	0.2	-1.5	3.0	-2.2
Cc1ccccc1-c1cnn(-c2cccc([N+](=O)[O-])c2)c1N	18.6	8.1	3.0	9.6	-4.1	-0.1	-6.2	-1.6	-1.5
N/C(Cc1ccc([N+](=O)[O-])cc1)=N\OC(=O)c1ccc2ccccc2c1	-15.1	-0.8	2.6	-1.8	-3.5	0.0	-0.5	2.4	-0.1
O=C(NCCc1ccc(F)cc1)c1n[nH]c2ccccc12	-0.8	4.9	-2.0	-6.2	0.3	0.1	-0.7	-2.5	-3.6
CCN1CCCc2cc(CN(CCN3CCOCC3)C(=S)Nc3ccc(OC)c(OC)c3)ccc21	-2.1	-6.3	0.4	21.1	0.4	0.1	1.9	1.4	-4.3
